TR SRC2 fluor cs: Total Fluorescence Counterscreen for Inhibitors of the Interaction of Thyroid Hormone Receptor and Steroid Receptor Coregulator 2; TRb/SRC2 Texas Red total fluorescence interference; Potency, µM (series often up to 106 µM), without a hit: at the top dose fluorescence change, negative = quenching; actives 0.29% (n = 280,000); active means well fitted curve in either direction with a large enough effect; inconclusive means small, poorly fitted or top-dose-only effect; further: potency means the concentration at half of the fitted maximal effect; on the % scale 0 is the no-effect control and ±100 the full control effect
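Human TRβ ligand-binding domain (0.6 uM) and Texas Red SRC2 peptide (20 nM) in Tris buffer with 1 uM T3 and 5% DMSO were incubated with pinned compound for 5 hr at ambient temperature. Total fluorescence was computed as S + 2P (555/632 nm).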
Tau fluor cs: Counterscreen qHTS for Inhibitors of Tau Fibril Formation, Fluorescence Polarization; tau K18 P301L (four-repeat tau fragment) Alexa594 fluorescence, heparin fibrillization; Potency, µM (doses to about 57.7 µM), inactives show at the top dose activity change, negative = decrease; actives 0.93% (n = 280,000); further: potency means the concentration at half of the fitted maximal effect; on the % scale 0 is the no-effect control and ±100 the full control effect; nearly all actives have a fitted effect of over 55% in size
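Human K18 P301L tau (15 uM unlabeled plus 0.24 uM Alexa 594-labeled, final) in 100 mM sodium acetate pH 7 was mixed with compound and 20 uM heparin and incubated 6 hr at 37 C.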
NPSR antag: qHTS Assay for Antagonists of the Neuropeptide S Receptor: cAMP Signal Transduction | Potency, µM (top dose mostly 38.3 µM), without a hit: at the top dose activity change, negative = inhibition, actives largely listed as inhibitors | Q6W5P4 | actives 1% (n = 220,000) | CHO-NPSR cells, cAMP TR-FRET, antagonist mode | AID 1461, 2008; further: potency means the concentration at half of the fitted maximal effect; on the % scale 0 is the no-effect control and ±100 the full control effect; nearly all actives have a fitted effect of over 50% in size; many of its hits are not listed in these tables
Target sequence (Q6W5P4 whole entry, looked up): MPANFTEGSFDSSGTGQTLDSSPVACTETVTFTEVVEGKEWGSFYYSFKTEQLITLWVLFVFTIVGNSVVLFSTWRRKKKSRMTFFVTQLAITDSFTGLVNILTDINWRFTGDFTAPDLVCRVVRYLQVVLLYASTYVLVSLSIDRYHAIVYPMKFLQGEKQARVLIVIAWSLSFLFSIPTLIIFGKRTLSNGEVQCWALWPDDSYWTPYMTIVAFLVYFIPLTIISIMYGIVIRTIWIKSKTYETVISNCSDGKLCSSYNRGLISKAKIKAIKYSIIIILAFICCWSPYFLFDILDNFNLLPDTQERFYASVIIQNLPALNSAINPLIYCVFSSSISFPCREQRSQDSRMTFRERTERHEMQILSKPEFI
Epigenetic reg: Quantitative High-Throughput Screen for Regulators of Epigenetic Control; murine LDR cells, GFP reporter derepression, 30 h; actives 0.2% (n = 280,000); Potency, µM (top dose mostly 53.9 µM), inactives show top-dose GFP activation, hits mostly activators; further: potency means the concentration at half of the fitted maximal effect; % of control where 0% means no effect; nearly all actives have a fitted effect of over 60% in size
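GFP-positive cell count by laser-scanning cytometry (objects 20–120 um) after 30 h, 37 C compound exposure of murine LDR cells; reporter is CMV-GFP integrated at a silenced locus, inducible by HDAC or DNMT inhibitors.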
Tau fibril FP: qHTS for Inhibitors of Tau Fibril Formation, Fluorescence Polarization; Microtubule-associated protein tau (Homo sapiens), P10636; K18 P301L tau heparin fibrillization, Alexa594 FP, 6 h; Potency, µM (top dose mostly 57.7 µM), for inactives: at the highest dose activity, negative = inhibition, usual class: inhibitors; actives 0.39% (n = 280,000); further: potency means the concentration at half of the fitted maximal effect; on the % scale 0 is the no-effect control and ±100 the full control effect; nearly all actives have a fitted effect of over 55% in size
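Human tau K18 […] P301L fragment, 15 uM unlabeled plus 0.24 uM Alexa 594-labeled tau (final), with compound and 20 uM heparin in 100 mM sodium acetate pH 7; 6 hr at 37 C, then Alexa 594 FP read.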
GLA spleen mod: qHTS Assay for Inhibitors and Activators of Human alpha-Galactosidase From Spleen Homogenate. Alpha-galactosidase A (Homo sapiens), P06280. human spleen homogenate, 4MU-alpha-Gal fluorescence, 40 min. actives 0.008% (n = 240,000). Potency, µM (titrated, usually from 80 µM), for the others: top-dose activity change, negative = inhibition, most hits filed as inhibitors;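 further: potency means the concentration at half of the fitted maximal effect; 0% = enzyme with vehicle and -100% = no enzyme basal signal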
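Human spleen homogenate (1 ug) was the enzyme source, with 4-methylumbelliferyl-alpha-D-galactopyranoside (1 mM final) in pH 5.0 citrate buffer with 0.01% Tween-20. Compounds were titrated; after 40 min at 37C, NaOH/glycine stop, 4-MU fluorescence read; AC50 from Hill fits.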
CBFb RUNX1 block: qHTS Assay for Compounds Blocking the Interaction Between CBF-beta and RUNX1 for the Treatment of Acute Myeloid Leukemia | Runt-related transcription factor 1 (Homo sapiens) + Core-binding factor subunit beta … | AlphaScreen CBFb-His/RUNX1-biotin binding, biochemical | Potency, µM (titrated, usually from 59.8 µM), for the others: at the highest dose activity, negative = inhibition, actives largely listed as inhibitors | 230,000 tested, under 10 active; further: % of control where 0% means no effect
Target sequence (Q01196 whole entry, looked up): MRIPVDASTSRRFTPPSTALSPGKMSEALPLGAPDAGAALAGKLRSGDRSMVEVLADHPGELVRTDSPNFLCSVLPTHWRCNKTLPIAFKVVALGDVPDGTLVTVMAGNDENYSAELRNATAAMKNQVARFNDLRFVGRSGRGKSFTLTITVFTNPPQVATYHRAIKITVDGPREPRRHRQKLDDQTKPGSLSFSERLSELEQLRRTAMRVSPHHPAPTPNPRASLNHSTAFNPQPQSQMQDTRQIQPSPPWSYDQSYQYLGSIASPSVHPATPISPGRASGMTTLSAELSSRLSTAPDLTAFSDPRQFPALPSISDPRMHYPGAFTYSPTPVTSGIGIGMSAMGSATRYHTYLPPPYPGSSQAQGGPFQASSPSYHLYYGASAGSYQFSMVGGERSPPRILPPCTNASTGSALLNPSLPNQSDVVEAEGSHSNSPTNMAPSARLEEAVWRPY
Target sequence (Q13951 whole entry, looked up): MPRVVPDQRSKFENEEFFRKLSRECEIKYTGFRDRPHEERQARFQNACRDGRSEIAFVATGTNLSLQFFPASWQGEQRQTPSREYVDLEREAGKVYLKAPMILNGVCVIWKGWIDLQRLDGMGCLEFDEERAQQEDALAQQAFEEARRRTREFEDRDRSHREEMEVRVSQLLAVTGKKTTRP
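Bead-based AlphaScreen assay; binding partners His-tagged CBF-beta and biotinylated RUNX1 at 30 nM each. Compound exposure 15 min after a 20-min protein preincubation; bead step 90 min; all steps at room temperature.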
TRb SRC2 PPI: qHTS for Inhibitors of the Interaction of Thyroid Hormone Receptor and Steroid Receptor Coregulator 2. Thyroid hormone receptor beta (Homo sapiens), P10828. Potency, µM (doses to about 106 µM), for the others: top-dose activity change, negative = inhibition, hits mostly inhibitors. actives 0.065% (n = 280,000). TRbeta-SRC2 peptide binding, fluorescence polarization; receptor liganded with 1 µM T3;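 further: potency means the concentration at half of the fitted maximal effect; plate controls were bound peptide for no effect and peptide without receptor for full effect; nearly all actives have a fitted effect of over 50% in size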
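Human TRb ligand-binding domain (0.6 uM) is mixed with 20 nM Texas Red SRC2 peptide and 1 uM T3; after compound addition and 5 hr at ambient temperature, polarization is measured and normalized to unbound and bound controls.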
* hit, by the source's call; ? = inconclusive; · = not tested or not shown; [ ] = dose if it differs, or a comment. Unless noted, the call rests on the fitted dose curve; in most records, active means well fitted curve in the direction sought with a large enough effect; inconclusive means small, poorly fitted or top-dose-only effect, or another doubt; inactive means no such curve, though single readings can be large; an effect the other way counts as inactive or inconclusive.

Every second line gives: TR SRC2 fluor cs	Tau fibril FP	Tau fluor cs	TRb SRC2 PPI	GLA spleen mod	CBFb RUNX1 block	NPSR antag	Epigenetic reg
#1 CCO[C@@H]1OC(C(N)=O)=C[C@H](c2ccc(Br)cc2)[C@H]1CCCO
 : -2%	-3%	3%	-3%	12%	-4%	3%	-0.8%
#2 Cn1c(SCC(=O)N(C2CCCCC2)C2CCCCC2)nnc1-c1cccs1
 : -1%	6%	0%	-10%	1%	9%	?	-1.0%
#3 Cc1nn(-c2ccccc2)c(-n2cccc2)c1C(=O)O
 : -5%	-7%	-10%	1%	-27%	-10%	-15%	0.1%
#4 Cc1cc(NC(=O)c2ccco2)ccc1NC(=O)Cc1cccs1
 : 1%	-5%	-5%	-15%	-3%	8%	-9%[46.1 µM]	5.8%
#5 Cc1ccc(-c2nc3ccccc3[nH]2)cc1NC(=O)COc1cccc(C)c1C
 : -17%	?	-24%	8%	·	·	·	1.1%
#6 CCOc1ccc(NC(=O)CCN2C(=S)NC(C)(C)CC2C)cc1 (stereo not given)
 : -1%	2%	-2%	0%	-5%	4%	12%	2.2%
#7 S=c1[nH]nc(-c2cccc(Cl)c2)n1Cc1ccccc1
 : -3%[53 µM]	-4%	-3%	5%[53 µM]	-15%	-1%	-8%	-1.3%
#8 Cc1ccc2c(c1)C(c1ccc(F)cc1)N(C(=O)c1ccc(S(=O)(=O)N3CCCCC3)cc1)CC(=O)N2 (stereo not given)
 : 0%	-1%	-3%	1%	·	·	·	1.4%
#9 O=C(CSc1nnc(-c2ccc(Cl)cc2Cl)n1C1CCCCC1)N1CCCC1
 : 3%	-6%	-7%	-3%	-5%	3%	-14%[46.1 µM]	-0.1%
#10 Cc1nn(-c2nc(-c3ccc(F)cc3)cc(C(F)(F)F)n2)c(C)c1Cl
 : 3%	-4%	-22%	0%	·	·	·	-0.9%
#11 O=C(Nc1ccc(-c2nc3ccccc3[nH]2)cc1)c1ccc2c(c1)OCO2
 : -2%	6%	-24%	8%	-19%	3%	-13%[46.1 µM]	-0.7%
#12 COCCNc1ccc(-c2nc(-c3cccc(C)c3)no2)cc1[N+](=O)[O-]
 : -1%	6%	6%	1%	·	·	·	-5.6%
#13 OC[C@@H]1[C@@H](c2ccccc2)C(c2ccccc2)=NN1c1ccccc1
 : -4%	?	13µM*[quencher]	4%	?	?	·	-2.1%
#14 C/C(=N/NC(=O)c1ccc(NC(=O)c2ccc(F)cc2)cc1)c1ccccc1
 : 0%	-8%	-20%	9%	-1%	-7%	-10%[46.1 µM]	-2.3%
#15 CCOC(=O)c1c(NC(=O)CSc2nnnn2-c2ccc3c(c2)OCO3)sc(C)c1C
 : -1%	-2%	-18%	-2%	3%	4%	-22%[46.1 µM]	-1.1%
#16 COc1ccccc1NC(=O)c1ccc(NC(=O)CSc2nnnn2C)cc1
 : -1%	-6%	-11%	-1%	1%	7%	-13%[46.1 µM]	-10%
#17 COc1ccc(NCc2nnc(SCC(=O)Nc3cc(C(F)(F)F)ccc3Cl)o2)cc1
 : 2%	-13%	?	-9%	-2%	-5%	-12%[46.1 µM]	0.0%
#18 CCCC(O)(CCC)C(=O)NN(C(=O)CCl)c1ccccc1
 : -10%	6%	1%	-5%	1%	3%	-18%	-1.1%
#19 C#CCN(N(C)c1ncc(C(F)(F)F)cc1Cl)S(=O)(=O)c1ccc2ccccc2c1
 : 1%	-12%	-17%	9%	-1%	1%	-9%[46.1 µM]	1.0%
#20 CN(C)c1ccc(C2SCCN2C(=O)c2ccc([N+](=O)[O-])cc2)cc1 (stereo not given)
 : -5%	2%	-30%	4%	5%	-17%	-2%[46.1 µM]	0.0%
#21 Cc1ccc(NC(=O)c2cccc3c(=O)c4c([nH]c23)CCCC4)c(C)c1
 : 0%	-6%	-12%	-3%	·	·	·	-3.9%
#22 CCCCOc1ccc(C(=O)N(Cc2ccc(N(C)C)cc2)Cc2ccco2)cc1
 : -23%	1%	-22%	-8%	·	·	·	0.0%
#23 O=C(COC(=O)C(Cc1ccccc1)NC(=O)c1ccc(Cl)cc1)c1ccc(Cl)cc1 (stereo not given)
 : -2%	1%	-11%	0%	-1%	11%	-23%	1.0%
#24 CCSc1nnc(Cn2c(=O)sc3ccccc32)n1-c1ccccc1C
 : -7%	-9%	-1%	-4%	20%	-3%	-1%[46.1 µM]	-1.0%
#25 CCCCc1ccc(S(=O)(=O)NC2CCS(=O)(=O)C2)cc1 (stereo not given)
 : -4%	-1%	-8%	6%	1%	9%	-15%	0.9%
#26 Cc1ccsc1/C=C/C1=Cc2c(sc(NC(=O)CSc3n[nH]c(N)n3)c2C#N)C(C)(C)C1
 : -5%	-13%	?	24%	-8%	-27%	-27%[46.1 µM]	-3.0%
#27 Cc1ccc(N2CCCCn3c2nc2c3c(=O)[nH]c(=O)n2C)cc1
 : 2%	1%	-8%	5%	-20%	9%	-4%[46.1 µM]	-0.8%
#28 NS(=O)(=O)c1ccc(CCNC(=O)c2cc(-c3ccccc3)nc3ccccc23)cc1
 : 1%	0%	-15%	0%	5%	8%	-6%	-1.1%
#29 Cc1cccc(N=Nc2c(C)[nH]n(C(N)=S)c2=O)c1C
 : -1%	10%	-9%	-6%	-4%	-15%	-15%	-4.5%
#30 COc1cccc(C2SCC(=O)N2c2ccc(C)cc2)c1OC (stereo not given)
 : 1%	4%	5%	0%	4%	3%	1%	0.0%
#31 COC(=O)c1ccc(NC(=O)CN2CCCN(Cc3ccc(Cl)cc3)S2(=O)=O)cc1
 : -2%	-15%	-24%	8%	·	·	·	-2.5%
#32 O=C(Nc1nc2c(s1)CN(Cc1ccccc1)CC2)C1CCCC1
 : -5%	-10%	-10%	-2%	4%	-18%	-18%	-0.6%
#33 CCCCS(=O)(=O)Nc1ccc(C(=O)NCC2CCCO2)cc1 (stereo not given)
 : 0%	0%	0%	-6%	13%	3%	2%[46.1 µM]	-0.2%
#34 CC(=O)Nc1ccc(S(=O)(=O)NC2(C(F)(F)F)C(=O)NC(C)=C2C#N)cc1 (stereo not given)
 : 11%	-1%	-15%	-13%	1%	-5%	-6%	-8.7%
#35 CCOc1ccc(N2Nc3n[nH]c(N)c3N2)cc1
 : -2%	1%	?	-1%	-2%	-15%	-14%[46.1 µM]	1.9%
#36 COC(=O)CNC(=O)CNC(=O)c1nn(-c2ccc(OC)c(Cl)c2)c(=O)c2ccccc12
 : -4%	4%	-3%	3%	-3%	6%	-3%[46.1 µM]	-2.2%
#37 CCCN1CCN(CCCNC(=O)Cn2nc(-c3ccc(C)cc3)ccc2=O)CC1
 : 1%	1%	4%	-20%	2%	0%	0%[46.1 µM]	-1.1%
#38 COc1ccc(CNC(=O)C(=O)NCC(c2ccc3c(c2)OCO3)N2CCOCC2)cc1 (stereo not given)
 : 2%	-14%	-7%	-1%	·	·	·	0.0%
#39 Cc1cccnc1Nc1nc(-c2ccc(O)cc2)cs1
 : -4%	12%	18µM*[quencher]	-10%	0%	-3%	-14%[46.1 µM]	-1.0%
#40 CCn1c2ccccc2c2cc(NC(=O)c3ccc(=O)oc3)ccc21
 : -5%	18%	?	2%	6%	-7%	30%	0.8%
#41 CCc1ccc(NC(=O)c2cc3nc(-c4ccc(C)cc4)cc(C(F)(F)F)n3n2)cc1
 : -6%	-5%	-4%	6%	·	·	·	1.1%
#42 CCOC(=O)c1ccc(N2CCN(c3cccc(Cl)c3)CC2)c(NC(=O)Nc2ccc(Cl)cc2)c1
 : -2%	?	-15%	-6%	·	·	·	-1.9%
#43 Cc1ccc(Cn2nnc(C(=O)Nc3ccc(F)c(F)c3)c2N)cc1
 : -33%	-14%	-5%	-3%	·	·	·	-1.1%

Among those listed so far, these have an aryl thioether with sulfur outside any ring.
Every second line gives: TR SRC2 fluor cs	Tau fibril FP	Tau fluor cs	TRb SRC2 PPI	GLA spleen mod	CBFb RUNX1 block	NPSR antag	Epigenetic reg
#2 Cn1c(SCC(=O)N(C2CCCCC2)C2CCCCC2)nnc1-c1cccs1
 : -1%	6%	0%	-10%	1%	9%	?	-1.0%
#9 O=C(CSc1nnc(-c2ccc(Cl)cc2Cl)n1C1CCCCC1)N1CCCC1
 : 3%	-6%	-7%	-3%	-5%	3%	-14%[46.1 µM]	-0.1%
#15 CCOC(=O)c1c(NC(=O)CSc2nnnn2-c2ccc3c(c2)OCO3)sc(C)c1C
 : -1%	-2%	-18%	-2%	3%	4%	-22%[46.1 µM]	-1.1%
#16 COc1ccccc1NC(=O)c1ccc(NC(=O)CSc2nnnn2C)cc1
 : -1%	-6%	-11%	-1%	1%	7%	-13%[46.1 µM]	-10%
#17 COc1ccc(NCc2nnc(SCC(=O)Nc3cc(C(F)(F)F)ccc3Cl)o2)cc1
 : 2%	-13%	?	-9%	-2%	-5%	-12%[46.1 µM]	0.0%
#24 CCSc1nnc(Cn2c(=O)sc3ccccc32)n1-c1ccccc1C
 : -7%	-9%	-1%	-4%	20%	-3%	-1%[46.1 µM]	-1.0%
#26 Cc1ccsc1/C=C/C1=Cc2c(sc(NC(=O)CSc3n[nH]c(N)n3)c2C#N)C(C)(C)C1
 : -5%	-13%	?	24%	-8%	-27%	-27%[46.1 µM]	-3.0%

A portion of the library; the hit share may differ from the screen's.
